# Gli-Sufu block: antagonists of Gli-Sufu signaling; Sufu-KO-LIGHT fibroblasts, Gli luciferase reporter luminescence; inhibition, % at 5 µM; 0.74% of 340,000 active; AID 588413;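 active = inhibition above about 55%, limit read from the data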;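 note: 0% = DMSO-treated cells and 100% = wells with medium but no cells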
# APJ ag: APJ receptor agonism. CHO-K1 APJ PathHunter beta-arrestin, luminescence; 0% DMSO wells, 100% apelin. P35414. 0.11% of 330,000 active. AID 2520. activation, % at 20 µM;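 active = activation more than six SD over the plate average, tested at 20 µM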;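 note: 0% = DMSO alone and 100% = apelin-13 at 10 nM; some results filed as inactive read as strong as hits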
#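 Assay system: engineered CHO-K1 APJ arrestin reporter cells; Amount: 1000 CHO-K1 reporter cells seeded per well; Dosing: one dose, 20 µM compound, 1% DMSO; Times: compound stimulation 90 min at 25 °C, detection 60 min; Measured by: luminescent beta-gal fragment complementation, chemiluminescent substrate; Read-out: APJ–arrestin association signal; Controls: DMSO vs Apelin-13 10 nM.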
# APJ antagonist: APJ receptor antagonism; P35414; CHO-K1 APJ beta-arrestin complementation, luminescence; inhibition, % at 20 µM; 0.32% of 330,000 active; AID 2521;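 active = inhibition above about 40% at 20 µM, limit read from the data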;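 note: cells challenged with 10 nM apelin-13 agonist together with compound; plate controls were apelin-13 plus DMSO wells for no effect and DMSO wells lacking apelin-13 for full effect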
# ATG4B inhibitor: blocks human ATG4B protease cleavage of LC3 substrate. Q9Y4P1. ATG4B cleavage of LC3-PLA2, NBD-HPC fluorescence, 1 h. inhibition, % at 8.33 µM. 0.51% of 340,000 active. AID 504462; in the data active = inhibition above about 40%
# Target sequence (Q9Y4P1 whole entry, looked up): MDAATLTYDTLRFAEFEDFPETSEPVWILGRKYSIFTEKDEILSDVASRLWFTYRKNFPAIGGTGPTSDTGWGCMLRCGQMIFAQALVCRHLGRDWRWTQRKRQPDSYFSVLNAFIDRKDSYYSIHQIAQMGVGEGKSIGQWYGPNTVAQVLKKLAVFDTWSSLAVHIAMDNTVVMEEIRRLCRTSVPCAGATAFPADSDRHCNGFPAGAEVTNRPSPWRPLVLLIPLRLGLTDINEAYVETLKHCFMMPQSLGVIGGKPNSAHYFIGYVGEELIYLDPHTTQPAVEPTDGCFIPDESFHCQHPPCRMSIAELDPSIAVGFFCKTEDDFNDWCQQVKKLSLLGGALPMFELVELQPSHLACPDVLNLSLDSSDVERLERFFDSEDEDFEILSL
# CXCR6 inh: inhibitors of human CXCR6 receptor; O00574; CHO-K1 PathHunter CXCR6 beta-arrestin, luminescence; inhibition, % at 20 µM; 0.36% of 360,000 active; in the data active = inhibition above about 34%, passing the limit was not always enough;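 note: antagonist mode with CXCL16 agonist at 10 nM final; 0% = 10 nM CXCL16 with DMSO and 100% = unstimulated wells without agonist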
# UBC13 polyUb: inhibitors of human UBC13 polyubiquitin chain formation; 0.47% of 330,000 active; P61088; inhibition, % at 20 µM; TR-FRET; AID 485273; in the data active = inhibition above about 45%, passing the limit was not always enough
# Target sequence (P61088 whole entry, looked up): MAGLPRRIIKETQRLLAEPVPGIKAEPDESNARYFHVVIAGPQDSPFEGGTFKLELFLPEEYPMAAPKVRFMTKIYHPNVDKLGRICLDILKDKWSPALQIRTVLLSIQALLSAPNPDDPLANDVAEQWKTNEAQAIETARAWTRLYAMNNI
# CCR6 antag: CCR6 (human) receptor antagonism; AID 493098; inhibition, % at 20 µM; CHO-K1 CCR6 PathHunter beta-arrestin, luminescence, CCL20-stimulated; P51684; 0.49% of 340,000 active;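 active = compounds whose inhibition of the agonist-driven luminescence signal at 20 µM reaches about 50%, limit read from the data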;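 note: cells stimulated with CCL20 at 14 nM final; plate controls were DMSO with CCL20 for no effect and DMSO without agonist for full effect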
# Target sequence (P51684 whole entry, looked up): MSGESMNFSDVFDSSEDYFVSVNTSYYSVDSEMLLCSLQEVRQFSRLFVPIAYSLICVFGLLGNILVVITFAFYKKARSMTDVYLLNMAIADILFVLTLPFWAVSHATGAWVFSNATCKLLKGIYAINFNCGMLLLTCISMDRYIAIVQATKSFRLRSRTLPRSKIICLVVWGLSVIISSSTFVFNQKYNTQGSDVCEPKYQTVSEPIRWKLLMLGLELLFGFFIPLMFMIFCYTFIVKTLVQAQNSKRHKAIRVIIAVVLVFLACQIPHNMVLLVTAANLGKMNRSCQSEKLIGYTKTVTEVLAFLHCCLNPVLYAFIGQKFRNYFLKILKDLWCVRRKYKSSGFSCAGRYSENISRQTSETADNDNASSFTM
# EBI2 block: antagonists of human EBI2 receptor | P32249 | EBI2 beta-arrestin recruitment, luminescence, 7a,25-OHC stimulated | inhibition, % at 5 µM | 0.81% of 360,000 active; in the data active = inhibition above about 38%;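 note: enzyme fragment complementation signal reports receptor beta-arrestin coupling in cells; 0% = agonist plus DMSO wells and 100% = wells without agonist; some results beyond the cut were filed as inactive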
# The depositor's hits bear a star; / = not tested or not shown.
# Start of the listing, in advance, five compounds:
No.	molecule	Gli-Sufu block	APJ ag	APJ antagonist	ATG4B inhibitor	CXCR6 inh	UBC13 polyUb	CCR6 antag	EBI2 block
1	C#CCOc1nc(OCC#C)nc(OCC#C)n1	-3.1	-5.8	-5.3	-3.8	-10.2	6.1	-3.9	7.5
2	O=C(CSc1ccc(-c2ccco2)nn1)Nc1ccc(F)cc1	-2.4	4.2	-25.1	0.0	-17.2	-7.7	-7.7	-12.8
3	CCCNS(=O)(=O)c1ccc(CCC(=O)N2CCOCC2)cc1	2.4	-1.0	-9.3	-13.8	-6.3	-2.1	5.2	-4.0
4	O=C(Nc1ccccc1SCC1CSc2nc3ccccc3c(=O)n21)c1cccc(Cl)c1 (stereo not drawn)	-4.9	3.1	14.8	-3.1	6.3	1.2	15.1	3.9
5	O=C(N/N=C/c1cccs1)C(O)c1ccccc1 (stereo not drawn)	-4.3	-4.1	12.2	-8.6	4.5	0.9	5.2	-10.1

# The listing, previewed entries included:
No.	molecule	Gli-Sufu block	APJ ag	APJ antagonist	ATG4B inhibitor	CXCR6 inh	UBC13 polyUb	CCR6 antag	EBI2 block
1	C#CCOc1nc(OCC#C)nc(OCC#C)n1	-3.1	-5.8	-5.3	-3.8	-10.2	6.1	-3.9	7.5
2	O=C(CSc1ccc(-c2ccco2)nn1)Nc1ccc(F)cc1	-2.4	4.2	-25.1	0.0	-17.2	-7.7	-7.7	-12.8
3	CCCNS(=O)(=O)c1ccc(CCC(=O)N2CCOCC2)cc1	2.4	-1.0	-9.3	-13.8	-6.3	-2.1	5.2	-4.0
4	O=C(Nc1ccccc1SCC1CSc2nc3ccccc3c(=O)n21)c1cccc(Cl)c1 (stereo not drawn)	-4.9	3.1	14.8	-3.1	6.3	1.2	15.1	3.9
5	O=C(N/N=C/c1cccs1)C(O)c1ccccc1 (stereo not drawn)	-4.3	-4.1	12.2	-8.6	4.5	0.9	5.2	-10.1
6	Cc1cccc(NC(=O)CCCc2ccccc2)c1	-5.0	-0.4	13.1	0.1	-5.4	2.2	6.9	-4.7
7	COc1ccc(NC(=O)c2ccc(S(=O)(=O)N(C)C)cc2)cc1OC	-10.4	-4.3	4.4	-10.5	-7.2	8.2	-5.2	-5.8
8	CCOC(=O)c1cnn(-c2ccc([N+](=O)[O-])cc2)c1N	-6.1	3.6	-5.1	16.4	2.8	1.8	1.3	-7.5
9	Cc1ccccc1OCC(=O)O/N=C(\N)Cc1cccs1	-16.8	-3.4	-14.1	-5.8	-7.4	-10.8	-1.2	-5.4
10	O=c1oc(-c2ccccc2)cc(Cl)c1Cl	-0.6	0.3	12.2	6.4	3.9	14.4	-12.5	6.7
11	Cc1c(-c2csc(N)n2)cnn1C	10.0	0.0	23.1	-2.9	-2.6	-2.6	4.0	-2.8
12	COc1ccc(N2CCN(C(=O)COCc3cc(-c4ccc5c(c4)OCO5)on3)CC2)cc1	23.8	-4.5	-62.5	-7.0	1.5	-8.9	-10.9	5.7
13	O=C(COC(=O)/C=C/c1cccc(F)c1)NC(=O)NCc1ccccc1	-48.0	-3.4	-4.2	-2.1	-2.0	11.2	12.9	-0.5
14	O=C1CS(=O)(=O)N(Cc2cccc(F)c2)c2ccc(Br)cc21	-15.7	-0.3	-0.8	6.6	-1.0	-13.8	5.7	0.0
15	CC(=O)N(Cc1cccs1)Cc1cc2cc(C)c(C)cc2nc1Cl	5.6	-2.4	3.1	-1.8	2.3	-2.6	5.5	7.2
16	CCc1ccc(NC(=S)Nn2cnnc2)cc1	-1.3	-2.2	22.8	-5.6	-5.2	20.3	10.7	18.4
17	O=S(=O)(NOCc1ccc(Cl)cc1)c1ccc(Cl)cc1	-2.4	-0.7	10.8	2.1	-14.6	0.4	13.8	-11.3
18	CCCOC(=O)c1ccc(Oc2c(-c3ccc(OC)cc3O)n[nH]c2C)cc1	-88.7	2.5	9.4	13.4	8.9	7.0	24.9	11.1
19	Cc1nc(-c2cccc(NC(=O)Cc3ccccc3)c2)cs1	-16.1	-2.3	13.2	4.2	-2.9	19.1	4.9	-5.4
20	CSc1ccc(/C=C(/Sc2nnc(-c3ccccc3)o2)C(=O)O)cc1	-1.5	-0.5	0.7	3.1	-1.1	-2.4	-1.0	-3.7
21	CCn1cc(C(=O)N(C)Cc2ccc(OC(F)F)cc2)c(=O)c2ccc(C)nc21	-0.6	-2.3	9.7	-2.8	2.3	0.7	-2.5	4.9
22	CCOC(=O)c1csc(NC(=O)c2ccc(S(=O)(=O)N(C)C)cc2)n1	2.0	-1.8	18.1	-17.2	-3.2	-8.3	-2.6	-4.0
23	Cc1ccc(C2=N/C(=C/N3CCOCC3)C(=O)O2)cc1	-57.7	6.1	0.0	-12.2	12.7	-17.3	14.5	-0.8
24	CCOC(=O)c1c(C)[nH]c(C(=O)COC(=O)COc2ccc(OC)cc2)c1C	0.3	0.7	6.1	-8.0	-4.5	5.6	1.7	1.6
25	COc1ccc(/C=C2\CC/C(=C\c3ccc(OC)cc3OC)C2=O)c(OC)c1	-3.3	-1.8	0.9	-5.2	11.7	-31.4	11.6	17.5
26	CC(C)(C)N/N=C/c1c(O)n(-c2ccc(Cl)cn2)c(=O)c2ccccc12	-8.8	1.3	-5.4	-9.5	-4.6	-3.2	17.9	2.0
27	Cc1noc(C)c1COc1ccc(C(=O)N2CC(C)CC(C)C2)cc1 (stereo not drawn)	-0.4	-2.7	4.8	-38.7	3.1	7.3	-1.0	7.2
28	CN(C)c1nc(N)nc(-c2ccco2)n1	4.6	2.0	10.3	4.3	-3.9	3.1	-8.5	4.5
29	Cc1ccc(CNS(=O)(=O)c2ccc3c(c2)NC(=O)C(C)S3)cc1 (stereo not drawn)	-16.1	-6.8	0.4	-10.3	-5.6	11.6	6.7	7.1
30	CCOC(=O)Cn1nc(-c2ccccc2)c(-c2ccccc2)nc1=O	4.8	-5.7	5.0	-4.2	1.5	0.5	6.8	-13.8
31	CCOc1ccc(NC(=O)c2ccc3c(c2)N(Cc2ccc(F)cc2)C(=O)CS3=O)cc1 (stereo not drawn)	1.2	-1.3	-3.1	0.1	-2.2	-7.4	9.5	-4.6
32	CC(C)CC(NC(=O)C1CCC(C)CC1)C(=O)Nc1ccc2c(c1)OCCO2 (stereo not drawn)	-0.9	-3.2	-49.1	-0.7	9.6	-2.0	8.7	-10.1
33	Cc1cc(C)nc(SCC(=O)Nc2cccc(S(=O)(=O)N(C)C)c2)n1	8.6	-0.5	0.8	-2.7	-8.0	-9.7	4.5	0.0
34	NS(=O)(=O)c1ccc(NC(=S)N2CCN(c3cccc(Cl)c3)CC2)cc1	10.0	4.9	-1.0	-9.5	-11.3	3.4	3.9	-0.1
35	Cc1cc(C)n2nc(C(=O)NC(c3ccccc3)c3ccccc3)nc2n1	-1.1	-4.9	5.5	-6.3	-1.3	0.3	11.2	-3.2
36	COc1cccc(CNC(=O)CCC2CCCN(Cc3ccc4c(c3)CCO4)C2)c1 (stereo not drawn)	6.0	-0.4	-11.0	17.9	7.2	-8.4	7.7	-7.4

# Next records follow:
nr	structure	Gli-Sufu block	APJ ag	APJ antagonist	ATG4B inhibitor	CXCR6 inh	UBC13 polyUb	CCR6 antag	EBI2 block
37	CSc1nc(C)cc(Oc2ccc(OCCOc3ccccc3)nn2)n1	10.6	7.2	12.3	-9.4	-7.9	-2.6	-4.8	-4.2
38	Cc1ccccc1NC(=O)N(CCc1nc2ccccc2[nH]1)Cc1ccccc1	7.5	-1.9	-10.8	-1.6	2.3	6.1	-5.3	-0.4
39	CC1CCN(C(=O)c2ccc(-n3cnnn3)cc2)CC1	2.5	-0.1	-16.5	2.9	7.6	-1.0	-13.6	0.7
40	CCc1ccccc1NC(=O)CN1CCN(C(=O)CN2C(=O)NC3(CCCC3)C2=O)CC1	-6.4	-3.3	-2.0	-5.7	-1.5	3.2	1.3	-7.6
41	Cc1cc(N2C(=O)C3CC=CC(C)C3C2=O)no1 (stereo not drawn)	2.6	-4.1	-4.0	-7.2	-7.3	-14.2	-12.8	6.2
42	Cn1nc(C(=O)Nc2cccc(C(=O)NC3CC3)c2)c2ccccc2c1=O	6.5	-2.3	6.7	-2.7	-8.5	5.3	2.1	-2.8
43	COc1ccc(-n2nc(C(=O)NCC(=O)NCCc3ccc(OC)c(OC)c3)c3ccccc3c2=O)cc1Cl	5.4	0.3	9.1	-7.1	0.2	-4.8	4.7	0.5
44	CCn1c(-c2ccccc2Cl)nn(CC(=O)Nc2cc(Cl)ccc2Cl)c1=S	-2.7	-3.2	2.4	-6.1	3.3	35.2	7.7	12.9
45	CCOC(=O)C1CCCN(C(=O)CN2C(=O)NC(C)(c3ccc4ccccc4c3)C2=O)C1 (stereo not drawn)	-20.6	1.5	8.4	0.5	-0.3	-0.4	2.0	-5.9
46	COc1ccc2cc(CN(CCO)C(=O)c3ccc(Br)cc3)c(=O)[nH]c2c1	-12.8	/	/	-9.8	0.2	/	10.0	3.6
47	COc1ccc(CC(=O)OC(C)C(=O)Nc2ccc(S(N)(=O)=O)cc2)cc1 (stereo not drawn)	-1.0	18.1	11.4	5.2	9.7	-4.5	1.0	1.2
48	Cc1ccc(-c2noc(C3CCN(S(=O)(=O)c4ccc5c(c4)OCCO5)CC3)n2)o1	7.2	1.1	0.4	1.7	-8.2	-6.2	-2.6	-2.1
49	CCNC(=O)C(=O)NCc1ccncc1	-6.4	0.4	5.3	-10.6	2.8	2.7	0.5	-14.5
50	CCCN(CCC)Cc1c(C(=O)N/N=C/c2ccc(C)o2)nnn1-c1nonc1N	-6.0	-1.6	-8.0	-2.5	1.6	4.4	25.2	9.7
51	O=C(NCCO)c1cccc2c1-c1ccccc1C2=O	-2.4	0.5	9.9	-4.5	-4.4	1.6	-18.9	-2.0
52	CCc1cccc(OCCOCCN2CCCC2)c1	2.5	2.6	7.3	4.4	1.3	6.9	-3.1	-1.6
53	COc1ccc(C2C(C(C)=O)=C(C)N=c3s/c(=C\c4ccco4)c(=O)n32)c(OC)c1 (stereo not drawn)	11.5	0.2	5.3	-5.9	7.1	-58.2	16.6	6.5
54	Cc1cccc(NC(=O)C2C3CCC4C(CCC32)C4(Cl)Cl)c1 (stereo not drawn)	-9.7	0.0	14.6	-1.3	14.0	3.9	12.8	10.0
55	O=C(NCc1nc2ccccc2[nH]1)c1ccc(S(=O)(=O)N2CCCC2)cc1	-20.3	-1.9	-16.0	-5.3	5.5	4.9	10.3	-0.6
56	CCOC(=O)N1CCC(n2c(=S)[nH]c3cc(OCC)c(OCC)cc3c2=O)CC1	12.8	-1.6	12.3	-8.9	-3.5	-4.2	7.3	59.6*
57	CCOc1ccc(NC(=O)c2cccc(S(=O)(=O)Nc3c(C)n(C)n(-c4ccccc4)c3=O)c2)cc1	6.4	/	/	-3.2	6.1	/	11.6	-13.0
58	NC(=O)/C=C\C(=O)Nc1cccc(C(F)(F)F)c1	9.4	-4.8	7.8	2.8	-1.6	2.6	7.6	-5.1
59	O=C(NCc1ccco1)c1scc2c1OCCO2	12.0	0.9	-5.5	-5.4	2.9	-9.2	-6.1	-5.9
60	CC(Oc1ccccc1)C(=O)Nc1c2c(nn1-c1ccccc1)CS(=O)C2 (stereo not drawn)	-2.5	-1.9	0.7	7.7	4.9	-8.2	13.0	-7.7

# Not a hit list; about 3% have a hit in one of these screens.
